CHT inh: inhibits the human high affinity choline transporter; Q9GZV3; CHT-expressing cells, membrane potential dye, choline response; stronger effect = lower value; B-score at 10 µM; 310,000 compounds, 0.86% hits;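 active = B-score over 3 SD under the library average, and starting fluorescence ratio not unusually high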;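 note: choline stimulus applied at its EC90 after an EC20 pre-addition; B-score computed on integrated fluorescence ratio after choline addition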
Target sequence (Q9GZV3 whole entry, looked up): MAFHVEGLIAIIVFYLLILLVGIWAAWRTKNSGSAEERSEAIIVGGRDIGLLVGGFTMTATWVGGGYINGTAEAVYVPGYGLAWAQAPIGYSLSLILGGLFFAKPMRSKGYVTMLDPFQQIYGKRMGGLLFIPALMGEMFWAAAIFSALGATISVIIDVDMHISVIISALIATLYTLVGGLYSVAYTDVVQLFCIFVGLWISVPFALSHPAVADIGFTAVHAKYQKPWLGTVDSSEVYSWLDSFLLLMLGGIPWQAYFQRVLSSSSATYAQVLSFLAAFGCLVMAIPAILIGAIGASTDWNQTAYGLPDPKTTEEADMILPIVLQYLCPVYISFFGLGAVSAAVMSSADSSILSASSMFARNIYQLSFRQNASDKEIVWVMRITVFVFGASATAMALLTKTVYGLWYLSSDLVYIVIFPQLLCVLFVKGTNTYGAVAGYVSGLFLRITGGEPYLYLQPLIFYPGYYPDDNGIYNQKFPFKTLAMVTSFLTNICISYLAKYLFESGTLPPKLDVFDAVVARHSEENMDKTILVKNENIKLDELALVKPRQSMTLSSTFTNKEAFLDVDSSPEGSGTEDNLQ
Kir21 inh: inhibitors of mouse Kir2.1 inward-rectifier potassium channel; P35561; HEK293-Kir2.1, FluxOR thallium flux fluorescence; stronger effect = lower value; B-score at 10 µM; 310,000 compounds, 0.85% hits;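 active = fluorescence ratio B-score at or below minus 3 SD of library scores, with starting-brightness B-score within 2 SD, cut at about -4.2 in these data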;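 note: channel flux triggered by added potassium and thallium sulfate stimulus; B-score of peak minus minimum fluorescence over baseline after thallium stimulus; more negative B-score means stronger Kir2.1 block with less thallium influx; some compounds called inactive have numbers as strong as hits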
Target sequence (P35561 whole entry, looked up): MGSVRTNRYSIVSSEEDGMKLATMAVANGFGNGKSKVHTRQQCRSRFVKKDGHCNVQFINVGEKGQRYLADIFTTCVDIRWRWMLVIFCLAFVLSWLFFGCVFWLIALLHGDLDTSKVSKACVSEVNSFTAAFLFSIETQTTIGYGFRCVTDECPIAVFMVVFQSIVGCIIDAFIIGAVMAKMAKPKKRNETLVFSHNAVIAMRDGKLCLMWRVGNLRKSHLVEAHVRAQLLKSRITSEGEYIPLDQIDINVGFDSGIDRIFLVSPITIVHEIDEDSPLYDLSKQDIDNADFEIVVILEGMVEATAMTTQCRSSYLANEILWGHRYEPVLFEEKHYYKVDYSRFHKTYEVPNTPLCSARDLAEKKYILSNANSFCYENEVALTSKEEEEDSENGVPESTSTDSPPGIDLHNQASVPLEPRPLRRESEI
Starred values were filed as active, the others as inactive; i = inactive; x = not tested or not shown.

Under each structure – Kir21 inh | CHT inh
COc1ccc(C)cc1Nc1ccc(C(=O)O)cc1[N+](=O)[O-]
    1.98 | i
Cc1cc(Cl)ccc1NC(=O)NC1CCN(S(=O)(=O)c2ccc(F)cc2)CC1
    -0.62 | i
COc1ccccc1NC(=O)c1sc2ncn(Cc3cccc4ccccc34)c(=O)c2c1C
    0.35 | i
O=c1[nH]c2cc3c(cc2cc1CN(CCN1CCOCC1)C(=S)NCC1CCCO1)OCO3 (stereo unspecified)
    0.91 | i
Cc1ccc(S(=O)(=O)Cn2nnnc2CN(Cc2ccco2)Cc2cccs2)cc1
    -0.74 | i
COc1ccc(-n2nnnc2SCC(=O)c2ccc3c(c2)OCCO3)cc1
    0.25 | i
O=S(=O)(c1ccc2c(c1)OCCO2)N1CCC(n2cnc3cc(F)ccc32)CC1
    1.43 | i
Cc1ccc(C(C[N+](=O)[O-])c2c(N)n(C)c(=O)n(C)c2=O)cc1 (stereo unspecified)
    -2.08 | i
CC(NC(=O)c1ccc(Br)cc1)c1ccccc1 (stereo unspecified)
    1.29 | i
O=C1NC(NS(=O)(=O)c2ccccc2)(C(F)(F)F)C(=O)N1c1cccc(Cl)c1 (stereo unspecified)
    -0.98 | i
CN(NC(=O)C1CC(=O)N(c2ccccc2)C1)C1=NS(=O)(=O)c2ccccc21 (stereo unspecified)
    -0.13 | i
CCCOc1ccc(-c2nn(-c3ccccc3)cc2/C=C2\SC(N)=NC2=O)cc1C
    1.08 | i
O=S(=O)(NCCSc1ccccc1)c1ccc(F)cc1
    -0.96 | i
COc1cc(C(=S)N2CCN(c3cccc(Cl)c3)CC2)ccc1O
    -1.03 | i
Cc1ccccc1C(=O)Nc1ccccc1-n1cccc1
    -0.71 | i
O=C1OC(N2CCN(Cc3ccccc3)CC2)c2ccccc21 (stereo unspecified)
    -3.06 | i
CCOC(=O)c1ccc2c(c1)C(=O)N(C1CCCCC1)C2=O
    0.15 | i
O=C1NCCn2nc3ccccc3c21
    x | i
COCCn1c(=NC(=O)CCS(=O)(=O)c2ccccc2)sc2c(OC)ccc(OC)c21
    0.12 | i
COc1ccc(NC(=O)CN(C)C(=O)C23CC4CC(CC(C4)C2)C3)cc1
    -0.78 | i

Compound profiles, as listed above:
Record of CCCOc1ccc(-c2nn(-c3ccccc3)cc2/C=C2\SC(N)=NC2=O)cc1C = Kir21 inh = 1.08; CHT inh = i
Record of O=C1NC(NS(=O)(=O)c2ccccc2)(C(F)(F)F)C(=O)N1c1cccc(Cl)c1 (stereo unspecified) = Kir21 inh = -0.98; CHT inh = i

Continued.
Under each structure – Kir21 inh | CHT inh
COc1ccc(C)cc1NC(=O)CC1COc2ccccc2O1 (stereo unspecified)
    2.24 | i
CC(=O)c1cccc(NC(=S)NC(=O)c2ccc(Cl)cc2)c1
    0.76 | i
Cc1cccc(NC(=O)/C=C/c2ccc3c(c2)OCO3)n1
    0.04 | i
Cc1sc2ncnc(Sc3ccccc3C(=O)Nc3ccccc3Cl)c2c1C
    2.05 | i
N#C/C(=C\c1ccc(F)cc1)c1nc(-c2ccco2)cs1
    2.45 | i
COc1ccc(Nc2cc(C)c3cc([N+](=O)[O-])ccc3n2)cc1
    -1.04 | i
Cc1noc(C)c1/C=N/Nc1ccccn1
    -0.25 | i
Cc1oc2nc(SCC(=O)NCc3cccnc3)nc(N)c2c1C
    -0.05 | i
COc1cccc(/C=C2\SC(=O)NC2=O)c1OCc1ccc(C(=O)O)cc1
    -0.79 | i
O=C(O)C(c1ccccc1)N1C(=O)c2cccc3cccc(c23)C1=O (stereo unspecified)
    0.02 | i
O=C(Nc1cc2c(cc1Cl)OCCO2)c1ccco1
    -0.22 | i
O=C(CSc1n[nH]c(=O)[nH]c1=O)Nc1cccc(S(=O)(=O)N2CCOCC2)c1
    1.47 | i
CCOC(=O)c1c(C)nn(-c2ccc(NC(=O)/C=C/C(=O)O)cc2)c1C
    0.82 | i
COc1ccc(CCNC(=O)C2CC3Cn4c(nc5ccccc54)C3N2Cc2ccccc2)cc1 (stereo unspecified)
    0.18 | i
Cc1cc2c(c(Sc3ccccc3)n1)C(=O)OC2
    -0.42 | i
CCc1ccc(/C(C)=N/NC(=O)CNC(=O)/C=C/c2ccco2)cc1
    0.68 | i
Nc1nnc(/C=C/c2cccc([N+](=O)[O-])c2)s1
    0 | i
CN(C)C(=S)N=Nc1[nH]c2ccccc2c1O
    0.93 | i
CCOC(=O)c1c(-c2ccc(C)o2)csc1NC(=O)CN1CCC(C(N)=O)CC1
    1.09 | i
Cc1ccc(NC(=S)N2CCCC(c3nc4ccc(C)cc4[nH]3)C2)c(C)c1 (stereo unspecified)
    1.58 | i

Under each structure – Kir21 inh | CHT inh
O=C(O)CCNc1ccc(Cl)cc1
    -0.72 | i
COc1ccccc1N(CC(=O)Nc1ccc(C(F)(F)F)cc1)S(C)(=O)=O
    2.18 | i
Cc1cc(OCC(=O)N(C)Cc2ccccc2)ccc1Cl
    0.09 | i
O=C1/C(=C\c2ccccc2)CCc2c1[nH]c1ccccc21
    0.97 | i
COC(=O)Cn1c(CN2CCOCC2)nc2c1c(=O)n(C)c(=O)n2C
    1.14 | i
COC(=O)C(O)(CC(=O)c1ccc(OC)cc1)C(F)(F)F (stereo unspecified)
    1.02 | i
O=C(/C=C/c1ccc(Br)cc1)NC1CCCCCC1
    -0.51 | i
O=C(COC(=O)C1C2CC3OC(=O)C1C3C2)Nc1cccc(Cl)c1 (stereo unspecified)
    0.35 | i
O=C(CC1C(=O)NCCN1C(=O)c1ccccc1)Nc1cc(Cl)ccc1Cl (stereo unspecified)
    -0.9 | i
COc1ccc(OCc2nnc(SCC(=O)N3CCOCC3)o2)cc1
    1.13 | i
Cc1ccc(SCc2cc(=O)n(C)[nH]2)cc1
    0.32 | i
Cc1ccc(C)c(S(=O)(=O)Nc2cc(C)on2)c1
    2.02 | i
O=C(CNC(=O)Cc1ccccc1)NCC(=O)OCc1ccccc1
    -0.14 | i
Cc1cc(Cl)ccc1NC(=O)CCC(=O)N/N=C/c1cccnc1
    -1.45 | i
Cc1ccc(C(=O)NNC2=Nc3cc([N+](=O)[O-])ccc3OC2)cc1
    0.96 | i
CC(=O)Cc1nsc(NC(=O)c2cccc(F)c2)n1
    0.66 | i
Fc1ccc(NC(=S)N2CCc3[nH]c4ccccc4c3C2)cc1
    -1.09 | i
CC(=O)NC1C(=O)N=C(SCC(=O)Nc2ccc(C(F)(F)F)cc2Cl)NC1=O (stereo unspecified)
    0.11 | i
COc1ccc(/C=C/C(=O)NC(=S)Nc2cc3oc4ccccc4c3cc2OC)cc1
    -3.03 | i
CC1Cc2ccccc2N1S(=O)(=O)c1cnc(Cl)c(Br)c1 (stereo unspecified)
    -1.53 | i

Under each structure – Kir21 inh | CHT inh
O=C(CSc1nnnn1-c1ccccc1)Nc1nsc(-c2ccc(Cl)cc2)n1
    -0.94 | i
CC1CCc2cc(F)ccc2N1C(=O)CN1C(=O)c2ccccc2C1=O (stereo unspecified)
    -0.01 | i
COc1ccc(-c2nc(C#N)c(NCC3CCCO3)o2)cc1 (stereo unspecified)
    2.25 | i
C=CCSc1n[nH]c(-c2cccs2)n1
    -2.77 | i
O=C(CSc1nnc(Cc2ccccc2)n1Cc1ccccc1)NCc1ccco1
    -3.54 | i
CCOc1ccc(NC(=S)N/N=C(\C)Cc2ccc(OC)cc2)cc1
    -0.08 | i
CCC(C)[C@H](NC(=O)NCc1ccco1)C(=O)O (stereo partly specified)
    0.2 | i
NC(=O)COc1ccc(Cc2ncc(C(F)(F)F)cc2Cl)cc1
    0.16 | i
O=C(NCC1CCCO1)c1ccc2c(c1)S(=O)(=O)c1ccccc1C2=O (stereo unspecified)
    -0.68 | i
CNC(=S)N(Cc1cc2cc(C)cc(C)c2[nH]c1=O)C1CCCC1
    1.29 | i
CCN(CC)CCOC(=O)/C=C/c1ccccc1OC
    -0.9 | i
CCOC(=O)c1nnn(-c2nonc2-n2cccc2)c1CN1CCCCC1
    -0.93 | i
O=C(CC1C(=O)NCCN1Cc1ccccc1C(F)(F)F)NC1CCCC1 (stereo unspecified)
    1.04 | i
COC(=O)c1ccc(OCC(O)CN2CCC(C)CC2)cc1 (stereo unspecified)
    -0.23 | i
CCCC(NC(=O)Cc1c(C)c2c(cc(C)c3c(C)coc32)oc1=O)C(=O)O (stereo unspecified)
    0.95 | i
COC(=O)CC(=O)CSc1nc2c(cc1C#N)CCC2
    -1.51 | i
Cc1ccc(C(C)C)c(OCc2ccc(C(=O)N/N=C/c3ccc(C(=O)O)cc3)cc2)c1
    1.69 | i
CN(C(=O)c1cccc(C#CC(C)(C)O)c1)C1CCCN(Cc2ccccc2F)C1 (stereo unspecified)
    0.01 | i
CCOC(=O)N(NC(=O)C(O)(c1ccccc1)c1ccccc1)c1ccccc1
    1.44 | i
Cc1cccc(NC(=O)CNC(=O)COc2ccc(-c3ccc(C#N)cc3)cc2)c1C
    0.99 | i

Some of the entries so far, in CSV form.
structure,Kir21 inh,CHT inh
CC1CCc2cc(F)ccc2N1C(=O)CN1C(=O)c2ccccc2C1=O (stereo unspecified),-0.01,i
COc1ccc(-c2nc(C#N)c(NCC3CCCO3)o2)cc1 (stereo unspecified),2.25,i
C=CCSc1n[nH]c(-c2cccs2)n1,-2.77,i
O=C(CSc1nnc(Cc2ccccc2)n1Cc1ccccc1)NCc1ccco1,-3.54,i
CCOc1ccc(NC(=S)N/N=C(\C)Cc2ccc(OC)cc2)cc1,-0.08,i
CCC(C)[C@H](NC(=O)NCc1ccco1)C(=O)O (stereo partly specified),0.2,i

The list goes on:
Under each structure – Kir21 inh | CHT inh
O=C(c1cnn2c(C(F)(F)F)cc(-c3ccc4c(c3)OCO4)nc12)N1CCCC1
    -0.76 | i
CCC1(C(=O)O)NC(c2cc(OC)ccc2O)C2C(=O)N(Cc3ccccc3)C(=O)C21 (stereo unspecified)
    -0.01 | i
CCCCCC1CC(CC(=O)Nc2ccc([N+](=O)[O-])cc2)C(=O)O1 (stereo unspecified)
    -0.13 | i
Cc1cccc(N2CCN(C(=O)CCN3C(=S)NC(C)(C)CC3C)CC2)c1C (stereo unspecified)
    -0.11 | i
COc1ccc(NC(=O)CSc2nnc(-c3cccs3)n2C)cc1OC
    0.16 | i
CCCCSc1nnc(CSc2ncccn2)n1C
    -2.15 | i
Cc1cc(C)c(C(=O)N(C)C2CCCN(Cc3ccccc3F)C2)o1 (stereo unspecified)
    0.52 | i
CCNC(=S)Nc1ccc(OCc2nc3ccccc3s2)cc1
    -0.95 | i
COC(=O)[C@@H](NCc1cccc(CN([C@H](C(=O)OC)C(C)C)S(C)(=O)=O)c1)C(C)C
    2.51 | i
C=CCn1c(NC(=O)c2ccc(Br)o2)c(S(=O)(=O)c2ccccc2)c2nc3ccccc3nc21
    0.32 | i
CCOCCc1nnc(NC(=O)CS(=O)(=O)Cc2ccccc2)s1
    0.73 | i
CCc1nc(SCC(=O)NCCc2ccc(OC)c(OC)c2)c2c(=O)n(C)c(=O)n(C)c2n1
    -0.29 | i
CCN(CC)c1ccc2c(C)c(-c3ccc(N)cc3)c(=O)oc2c1
    0.91 | i
O=c1ccc(-c2ccc(S(=O)(=O)N3CCN(c4ccccc4)CC3)o2)n[nH]1
    2.46 | i
COc1ccc(-n2ncc3c2CC(C)(C)CC3NC(=O)Cc2nonc2C)cc1 (stereo unspecified)
    0.37 | i
CCOC(=O)c1cnc(Nc2nc3ccccc3o2)nc1CSc1ncccn1
    -0.21 | i
O=C(c1cc2cc(F)ccc2[nH]1)N1CCc2ccccc21
    0.48 | i
CCOc1ccc(N2CC(C(=O)Nc3ccc4c(c3)OCCO4)CC2=O)cc1 (stereo unspecified)
    -0.08 | i
Cc1c(C=O)n(C)n(-c2ccccc2)c1=O
    -0.7 | i
Cc1cccc2nc3c(nc12)CCCC3
    0.7 | i

Under each structure – Kir21 inh | CHT inh
O=c1c(-c2ccco2)[n+]([O-])c2ccccc2n1OCc1c(F)cccc1F
    3.11 | i
COc1ccc(S(=O)(=O)N2CCCC(C(=O)NCC3CCCO3)C2)cc1C (stereo unspecified)
    -0.77 | i
Cc1c(Cl)cccc1NC(=S)N1CCc2ccccc2C1
    0.65 | i
C#CC(C)(C)NC(=O)c1sccc1Oc1ccc(F)cc1[N+](=O)[O-]
    -2.37 | i
O=C(NCCN1CCCCC1)c1cc(OCC(F)(F)F)ccc1OCC(F)(F)F
    0.17 | i
C[C@H](NC(=O)[C@H]1N2C(=O)c3ccccc3C2SC1(C)C)C(=O)N1CCC[C@H]1CO (stereo partly specified)
    0.59 | i
Cc1cc(C)n(CC(C)NCc2cn[nH]c2-c2cccc3ccccc23)n1 (stereo unspecified)
    -1.01 | i
COc1ccc(-c2nc(CS(=O)(=O)CC(=O)NCc3ccc4c(c3)OCO4)c(C)o2)cc1
    2.83 | i
CCOC(=O)C(C)/C(C)=N\Nc1ccc([N+](=O)[O-])cc1[N+](=O)[O-] (stereo unspecified)
    1.02 | i
CCOC(=O)C1(CCCc2ccccc2)CCN(Cc2cnc(C)s2)CC1
    -3.51 | i
O=C(Nc1ccc(Cl)c(C(F)(F)F)c1)c1ccco1
    x | i
COCCn1c(SC(C)C(=O)Nc2ccc(Cl)cn2)nnc1-c1ccncc1 (stereo unspecified)
    0.68 | i
[N-]=[N+]=CC(=O)C(c1ccccc1)(c1ccccc1)c1ccccc1
    0.86 | i
C[C@H](NC(=O)NCc1ccc(F)cc1)C(=O)O
    -0.58 | i
COc1cc(OC)c(OC)cc1/C=N/NC(=O)c1ccc2nc[nH]c2c1
    -1.05 | i
Cc1ccccc1OCC(=O)NCCNC(=O)c1ccncc1
    1.07 | i
Cn1c(CO)cnc1SCC(=O)c1ccc(F)cc1
    -0.48 | i
CN(CC(=O)Nc1ccccc1F)CC(=O)Nc1ccccc1Br
    0.11 | i
